Compound activity deposited in PubChem by several laboratories.
hgDAF-12 ag: H. glycines DAF-12 receptor agonists, primary screen, cell-based, luminescence, HEK293, GAL4 fusion, UAS-luciferase; Nuclear hormone receptor DAF-12 (Heterodera glycines), GAL4 fusion; activation, % at 6.8 µM; 370,000 tested, 1.8% active; HEK293 GAL4-hgDAF12 UAS-luciferase reporter, agonist luminescence; normalized to butyrate control;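 active = activation above a cutoff set at the mean of all screened compounds plus 3 SD, cut at about 10% in these data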;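 also: 0% = DMSO wells and 100% = sodium butyrate wells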
hcDAF12 agonist: H. contortus DAF-12 nuclear receptor activators, primary screen, cell-based, luminescence, HEK293, lit1-tk-luc reporter; HEK293 hcDAF-12 lit1-tk-luc reporter; 0% DMSO, 100% Δ7-dafachronic acid; activation, % at 6.8 µM; 370,000 tested, 1.4% active; AID 652067, 2013;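 active = activation above the mean of all tested compounds plus 3 SD, cut at about 5.5% in these data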;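 also: 100% = response to 3 µM Δ7-dafachronic acid high control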
SMARCA2 act: SMARCA2 (BRM) function activators, primary screen, cell-based, luminescence, high throughput; MG213 cells, MMTV-luciferase reporter, dexamethasone, overnight; 370,000 tested, 1% active; activation, % at 9.1 µM; in the data active = activation above about 7.8%;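 also: 0% = vehicle wells and 100% = reference activator wells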
PLC-gamma1 inh: PLC-gamma1 enzyme inhibitors, primary screen, biochemical, fluorescence, purified enzyme; 1-phosphatidylinositol 4,5-bisphosphate phosphodiesterase gamma-1 (Homo sapiens), P19174; fluorogenic substrate; inhibition, % at 12.2 µM; 370,000 tested, 0.84% active; in the data active = inhibition above about 9.5%
DAX1 inh-1: DAX1 (NR0B1) inhibitors on StAR promoter, primary screen, cell-based, luminescence, SF-1 (NR5A1), full-length DAX-1; AID 652010, 2013; 370,000 tested, 1.1% active; inhibition, % at 6.8 µM; HEK293T StAR-luciferase reporter, SF-1/DAX-1 repression relief;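 active = inhibition above the mean over all tested compounds plus 3 SD, cut at about 3.6% in these data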;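 also: 0% = DAX-1 cells with DMSO and 100% = cells lacking DAX-1 with DMSO; higher inhibition means more luminescence from relief of DAX-1 repression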
PLC-beta3 inh: human PLC-beta3 inhibitors, primary screen, biochemical, fluorescence. 1-phosphatidylinositol 4,5-bisphosphate phosphodiesterase beta-3 (Homo sapiens), Q01970. Purified PLC-beta3, fluorogenic substrate. inhibition, % at 12.2 µM. 370,000 tested, 0.18% active. AID 720704, 2013; in the data active = inhibition above about 11%;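 also: 0% = median of compound wells on plate and 100% = full blocker control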
ssDAF-12 act: S. stercoralis DAF-12 nuclear receptor activators, primary screen, cell-based, luminescence, HEK293, GRIP1 co-expression, lit1-tk-luc; Nuclear hormone receptor DAF-12 (Strongyloides stercoralis); activation, % at 6.8 µM; HEK293 ssDAF-12/GRIP1 lit1-tk-luc reporter; % of 3 µM dafachronic acid response; 370,000 tested, 1% active;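 active = activation above the mean over all tested compounds plus 3 SD, cut at about 0.9% in these data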;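 also: 0% = DMSO-only wells and 100% = 3 µM delta7-dafachronic acid wells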
NR1D1 modulator: modulators of Rev-erb alpha DNA binding, primary screen, biochemical, FITC-DNA, fluorescence polarization, uHTS. 370,000 tested, 0.79% active. activity, % at 10 µM. Rev-erbα–FITC-DNA binding, 90 min;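 active = activity above about 14%, limit read from the data; passing the limit was not always enough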;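 also: 0% = DMSO wells with 35 nM protein and 100% = DMSO wells with 750 nM protein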
Target sequence (P20393 whole entry, looked up): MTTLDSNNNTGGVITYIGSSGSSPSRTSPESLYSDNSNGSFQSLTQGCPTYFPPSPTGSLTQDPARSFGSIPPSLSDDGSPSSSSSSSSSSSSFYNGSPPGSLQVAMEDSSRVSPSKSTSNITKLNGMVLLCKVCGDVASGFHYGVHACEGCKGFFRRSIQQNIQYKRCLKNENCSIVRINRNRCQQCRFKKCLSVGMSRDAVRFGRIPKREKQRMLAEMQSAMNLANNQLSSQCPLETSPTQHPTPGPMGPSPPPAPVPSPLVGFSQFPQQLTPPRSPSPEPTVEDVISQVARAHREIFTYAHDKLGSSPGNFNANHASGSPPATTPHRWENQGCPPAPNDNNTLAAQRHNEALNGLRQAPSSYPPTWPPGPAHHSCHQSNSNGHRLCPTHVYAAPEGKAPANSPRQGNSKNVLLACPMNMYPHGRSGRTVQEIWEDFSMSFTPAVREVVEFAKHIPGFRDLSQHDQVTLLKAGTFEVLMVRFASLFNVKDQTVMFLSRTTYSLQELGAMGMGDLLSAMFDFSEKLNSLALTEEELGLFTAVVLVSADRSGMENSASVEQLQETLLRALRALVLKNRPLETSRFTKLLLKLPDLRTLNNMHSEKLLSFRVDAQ
MBD2 DNA inh: inhibitors of MBD2 binding to methylated DNA, primary screen, biochemical, TR-FRET, DNA-binding domain, human. Methyl-CpG-binding domain protein 2 (Homo sapiens), Q9UBB5. MBD2 binding to methylated oligonucleotide. inhibition, % at 4.4 µM. 370,000 tested, 0.31% active; in the data active = inhibition above about 13%
DAX1 inh-2: DAX1 (NR0B1) inhibitors, primary screen, cell-based, HEK293, Gal4-DAX1, luciferase luminescence | Nuclear receptor subfamily 0 group B member 1 (Homo sapiens), P51843 | HEK293 Gal4-DAX1 luciferase reporter | inhibition, % at 6.75 µM | 340,000 tested, 0.99% active | AID 504766, 2011;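 active = inhibition above the mean over all tested compounds plus 3 SD, cut at about 4.2% in these data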;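 also: 0% = DAX1-transfected cells with DMSO and 100% = empty-vector control cells with DMSO; inhibition shows as a rise in luminescence from relieved DAX1 repression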
Target sequence (P51843 207-470 limits assumed): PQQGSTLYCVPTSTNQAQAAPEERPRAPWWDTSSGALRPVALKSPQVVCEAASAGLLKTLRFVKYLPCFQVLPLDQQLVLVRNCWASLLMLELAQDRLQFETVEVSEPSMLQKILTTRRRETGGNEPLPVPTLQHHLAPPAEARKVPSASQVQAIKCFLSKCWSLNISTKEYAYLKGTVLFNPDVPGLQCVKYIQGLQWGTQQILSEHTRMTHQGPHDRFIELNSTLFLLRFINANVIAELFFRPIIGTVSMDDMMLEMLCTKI
ADAM17 inh: ADAM17 inhibitors, primary screen, biochemical, QFRET. Disintegrin and metalloproteinase domain-containing protein 17 (Homo sapiens), P78536. recombinant ADAM17, EDANS/DABCYL FRET peptide cleavage. inhibition, % at 6.95 µM. 370,000 tested, 0.83% active;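 active = inhibition above the mean of compounds lying between control limits plus 3 SD, set per campaign, cut at about 8.5% in these data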;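 also: 0% = DMSO-only wells as the low control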
* = called active by the depositor; . = no result given.

Second line of a record: DAX1 inh-1	ADAM17 inh	DAX1 inh-2	hgDAF-12 ag	SMARCA2 act	hcDAF12 agonist	MBD2 DNA inh	PLC-gamma1 inh	PLC-beta3 inh	ssDAF-12 act	NR1D1 modulator
- CS(=O)(=O)c1ccc(-c2nnn(CC(N)=O)n2)cc1
 : -0.7	-4	0.8	-2.0	-1	-1.0	-1	2	3	-0.9	-6
- S=C(NCc1ccncc1)Nc1ccc(Cl)cc1Cl
 : -1.0	-3	1.0	-3.6	0	-1.4	7	0	-4	-0.9	-6
- COc1cc(/C=C2\SC(=Nc3ccccc3)N(CCc3c[nH]c4ccccc34)C2=O)ccc1OC(C)C(=O)O (stereo not given)
 : -0.8	-2	-1.5	-2.4	0	1.8	4	0	-2	-0.8	-4
- CCc1nc2ccc(C(=O)N(C)Cc3ccco3)cn2c1N(CC)Cc1cccc(Br)c1
 : -3.3	0	.	-3.0	-3	-2.2	10	-15	-29	-1.6	-4
- Cn1c(NCC2CCCCC2)nc2cc(-c3ccsc3)sc2c1=O
 : -0.4	-2	.	1.8	1	1.9	3	-1	-3	-1.3	0
- COc1cccc2[nH]c3c(N4CCCC(C)C4)ncnc3c12 (stereo not given)
 : 1.1	-85	-1.4	1.8	0	1.0	-1	-139	-213	-0.6	-7
- O=C(O)/C=C\C(=O)Nc1ccccc1F
 : 0.2	-2	0.0	0.9	1	-1.6	-6	1	2	-0.8	-2
- Cc1csc(SCCN2C(=O)c3ccccc3C2=O)n1
 : 1.8	-5	1.7	6.3	4	0.4	3	1	0	-1.1	0
- CN(C)C(=O)c1ccc(NC(=O)CSc2nc3ccccc3[nH]2)cc1
 : -0.4	0	-0.2	0.1	-3	-0.7	2	0	1	-0.8	2
- Cn1c(SCc2ccc(C#N)cc2)nnc1-c1ccncc1
 : 0.1	-1	0.5	-0.3	1	-0.8	2	2	-3	-0.7	-1
- CCOc1ccc2c(c1)c1nnc(SCC(=O)N3CCC(C)CC3)nc1n2C
 : -0.3	0	1.3	2.6	-1	-1.7	-8	4	0	-0.7	1
- Cn1c(=O)[nH]c(=O)c2c1nc(Br)n2CC(O)COc1ccccc1 (stereo not given)
 : -0.3	-1	0.7	0.3	7.9*	0.2	-1	2	4	-1.6	3
- O=C(/C=C/c1ccc(F)cc1)N1CCc2ccccc2C1
 : 3.8*	-1	0.5	4.8	4	3.5	-2	6	-12	-0.2	5
- CCCCOc1ccccc1C1NC(=O)NC(C)=C1C(=O)OCCOC (stereo not given)
 : 0.4	0	1.4	3.9	4	0.9	1	1	3	-1.4	1
- CCS(=O)(=O)N1Cc2ccccc2CC1C(=O)N1CCN(c2ccccc2)CC1 (stereo not given)
 : -0.3	3	-0.4	-0.5	-4	-1.9	10	-1	2	-0.8	-1
- CCCCc1c(-c2ccccc2OC)ncn1CCc1cccc(F)c1
 : -0.9	-1	.	-0.3	-2	-2.0	2	3	-1	-1.1	-4
- N=c1oc2cc(O)ccc2cc1C(=O)Nc1ccc(F)cc1
 : 1.3	-487	2.3	10	11*	4.2	-2	-292	-378	-0.7	10
- CCOCc1nnc(NC(=O)CS(=O)(=O)c2ccc(C)cc2)s1
 : -0.1	-6	0.7	-0.1	3	-0.6	0	-2	-11	-0.9	-4
- COc1ccc(Br)cc1CNC(=O)CCCc1cn(C)c2ccccc12
 : 0.7	-1	-0.6	-1.9	-4	-2.2	-1	5	6	-1.5	-2
- COc1ccc([N+](=O)[O-])cc1C(=O)C(=O)c1ccccc1
 : -0.3	0	-1.9	-0.1	3	-2.2	-1	7	-3	-1.1	-1
- O=C(CCCc1ccccc1)NCCC1=CCCCC1
 : -0.6	7	-1.4	5.7	7	0.3	-2	1	10	-1.1	7
- CC(C)n1c(SCC(=O)N2CCN(C)CC2)nc2c1c(=O)n(C)c(=O)n2C
 : -0.1	0	0.1	-0.9	-1	-0.7	-6	0	-2	-1.6	3
- CCC(C)NC(=O)c1ccc2nc(Cc3ccc(OC)cc3)oc2c1 (stereo not given)
 : -0.3	-5	0.0	-0.1	-3	0.4	11	-4	-5	-1.5	2
- COc1ccccc1CNC(=O)[C@@H](NC(=O)C1CCN(C(=O)[C@@H]2CCCN2)CC1)C(C)C
 : 0.0	-1	2.2	-3.0	-1	-1.3	1	1	5	-1.3	-5
- Cc1cc(Nc2c(C#N)c(N)nn2C)ccc1F
 : 0.0	0	2.8	1.1	-1	-0.9	-4	1	3	-2.0	-3
- CCN(C(=O)CSc1nnc(C)n1-c1ccc(C)cc1)c1c(N)n(Cc2ccccc2)c(=O)[nH]c1=O
 : -1.2	-8	0.9	-1.0	-2	-1.6	8	-1	-4	-1.0	7
- O=C(NCc1ccco1)c1noc2c1CCCC2
 : -0.5	-7	2.0	0.4	-2	0.0	3	1	0	-0.7	1
- C[C@@H]1CN([C@H](C)CO)C(=O)Cc2cc(NC(=O)CCC(F)(F)F)ccc2O[C@@H]1CN(C)S(=O)(=O)c1ccccc1
 : 0.6	2	0.1	1.6	1	-1.1	4	1	-2	-1.2	1
- Cc1c(C)c2cc(Cl)c(OC(C)C(=O)NCCN3CCOCC3)cc2oc1=O (stereo not given)
 : -0.1	-60	-0.5	2.3	-1	1.3	-3	-22	-42	-1.2	-4
- CC(NC(=O)CSc1ccc(S(=O)(=O)N2CCOCC2)cn1)c1ccc(Cl)cc1Cl (stereo not given)
 : -1.3	0	0.1	-3.8	-3	-1.7	1	4	-1	-1.1	1
- CC(=O)N1CCc2cc(S(=O)(=O)CCC(=O)NCc3cccs3)ccc21
 : -0.3	-3	-0.1	-0.2	-4	-1.7	3	3	2	-0.9	5
- COc1ccc(C(=O)N(Cc2sccc2C)C2CCS(=O)(=O)C2)cc1 (stereo not given)
 : 0.7	9.1*	0.3	-2.3	-4	-0.9	1	5	0	-0.7	10
- Cc1cccc(NC(=O)CCNC(=O)c2ccccc2)c1
 : -0.5	-1	0.1	-3.2	-2	-1.1	1	-1	0	-1.1	-5
- Cc1ccc(C(=O)Oc2ccc(-c3nccc(-c4ccccn4)n3)cc2)cc1
 : 0.6	-2	0.3	0.9	-1	2.1	4	2	-3	-1.5	20*
- CC(C)(C)NC(=O)c1nn(Cc2ccccc2)c(=O)c2ccccc12
 : 0.3	5	-0.1	-1.1	3	-0.9	0	3	-6	-1.6	1
- CCn1ncc(N(C)N)c(Cl)c1=O
 : 0.3	-1	1.0	2.7	-1	2.0	0	-2	0	1.1*	0
- COc1cc(C(=O)Oc2ccccc2)ccc1OCc1c(C)noc1C
 : -0.3	-3	-0.6	0.4	-1	-1.2	-2	-2	1	-1.3	-2
- COc1ccc(-c2nc(C#N)c(N3CCC(C(N)=O)CC3)o2)cc1OC
 : 0.3	-314	-0.4	0.3	-3	0.4	2	-43	-67	-1.2	2
- Cc1cc(=O)oc2cc(OCC(=O)NCCCN3CCOCC3)ccc12
 : 0.2	-14	1.8	-0.2	2	-1.4	-5	-1	-4	-0.7	-1
- CN(Cc1ccccc1C#N)S(=O)(=O)c1cccs1
 : -0.2	-4	-0.6	0.0	-3	-3.8	0	-1	-11	-1.2	1
- COc1ccc(S(=O)(=O)N2CCC(C(=O)Nc3cccc(C(C)=O)c3)CC2)cc1
 : 0.3	-4	-0.3	-0.2	2	-1.3	1	-4	-2	-1.4	-2
- CSc1ccc(C(=O)C2CCCN(C(=O)c3ccc4c(c3)no[n+]4[O-])C2)cc1 (stereo not given)
 : 0.0	-3	0.9	-1.9	2	-1.2	0	1	6	-1.2	1
- Cc1ccccc1C(OCCN(C(C)C)C(C)C)c1ccccc1 (stereo not given)
 : 0.1	-4	2.0	0.9	-3	-0.8	-3	-1	-2	-1.0	7
- O=C(CC1SC(=NCC2CCCO2)NC1=O)Nc1cc([N+](=O)[O-])ccc1Cl (stereo not given)
 : 0.1	-2	-0.5	0.9	-2	-0.4	5	1	2	-0.8	-3
- CC(C)[C@H](NC(=O)C1CCN(S(=O)(=O)c2ccc(F)cc2)CC1)C(=O)N1CCCC1
 : 0.8	5	0.1	-1.1	0	0.5	1	3	-4	-1.5	-3
- C=Cc1ccc(CC2(C)C(=O)Nc3ccc(Cl)cc32)cc1 (stereo not given)
 : -0.3	-1	.	-0.9	-6	-0.1	1	2	-3	-0.4	-1
- O=C(Nc1cc(S(=O)(=O)N2CCOCC2)ccc1Cl)c1cc2ccccc2o1
 : 0.3	1	-0.8	0.5	-2	-2.0	-1	1	-2	-1.7	1
- O=C(O)c1ccc(CSc2ncnc3c2cnn3Cc2ccccc2)cc1
 : 0.0	-2	-1.6	-5.1	0	-0.3	6	0	-5	-1.3	-4
- COc1ccc(-c2ccc3c(c2)S(=O)(=O)c2cccc(C(=O)N4CCN(C5CCCCC5)CC4)c2C3=O)cc1OC
 : -0.4	-5	-1.9	-4.3	0	-1.5	-5	-191	-304	-1.6	0
- CN(C)C=NC(=O)c1cc(C(=O)c2ccc(Cl)cc2Cl)c[nH]1
 : -0.3	1	.	3.4	-4	-1.3	-2	3	-2	-1.3	-1

Additional compounds
Second line of a record: DAX1 inh-1	ADAM17 inh	DAX1 inh-2	hgDAF-12 ag	SMARCA2 act	hcDAF12 agonist	MBD2 DNA inh	PLC-gamma1 inh	PLC-beta3 inh	ssDAF-12 act	NR1D1 modulator
- O=C(c1cnn(-c2ccccc2)c1)c1cc(F)ccc1O
 : 1.1	-1	2.9	7.0	3	3.5	-1	2	-8	-0.3	1
- COc1ccc(Cl)cc1CNC[C@H]1O[C@@H](n2cnc3c(=O)[nH]c(N)nc32)[C@H](O)[C@@H]1O
 : -0.9	-1	.	-3.2	-6	-0.7	0	2	0	-0.7	12
- O=C(CNS(=O)(=O)c1ccc(F)cc1)N1CCCC1
 : -0.2	-3	.	0.0	-1	0.1	0	2	-3	-1.8	-2
- NC(=O)COc1c(-c2ccco2)oc2ccccc2c1=O
 : -0.2	-101	0.0	0.1	1	-1.3	-6	-58	-96	-1.2	-5
- COc1ccccc1NC(=O)N(CCN1CCOCC1)Cc1cc2cc(C)cc(C)c2[nH]c1=O
 : 0.4	-11	-1.1	-1.3	-6	-1.4	-5	1	-6	-2.0	0
- CCOc1ccc(-c2n[nH]c(C)c2-c2ccccn2)c(O)c1
 : 0.4	-2	1.8	-0.4	3	-1.3	0	0	-9	-1.4	0
